# High-throughput results deposited in PubChem by several laboratories.
# T cell HTS – T cell immune modulation candidate | 2C CD8+ T cell-vesicle binding, flow cytometry; stronger effect = lower value | calls only at 7 µM | actives 0.068% (n = 330,000) | AID 2052;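 active means response, share of CD8 T cells binding vesicles, and their 90th percentile fluorescence all below set limits, cut at about 80% in these data, passing the limit was not always enough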
#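 System: murine 2C transgenic CD8+ T lymphocytes; also added: QL9-loaded Drosophila micro-vesicles; times: binding 1.5 h at 37 °C; measured by: flow cytometry, PE anti-B7-1 (FL2) versus Alexa647 anti-CD8 (FL8), PFA-fixed; control set: Peptide-free naked vesicles (low) and QL9 vesicles with 0.7% DMSO vehicle (high)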
# NOD1 inhibition – inhibition of NOD1-driven NF-kB reporter – cell-based, luminescence, uHTS, primary screen (AID 1578); actives 1% (n = 290,000); one-dose inhibition, % at 4 µM; EC50 in µM for titrated hits; NOD1-driven NF-kB luciferase reporter cells, luminescence; higher % means a stronger effect; in the data active means inhibition mostly above about 36%, no sharp cut-off; inactive means mostly below about 34%;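 further: HEK-293T reporter cells stimulated with the NOD1 agonist gamma-tri-DAP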
# KOR beta-arrestin-1 – KOR antagonists, beta-arrestin recruitment, cell-based, luminescence, uHTS (AID 1778) | KOR beta-arrestin recruitment, luminescence, antagonist mode; higher % means a stronger effect | one-dose inhibition, % at 10 µM; IC50 in µM for titrated hits | actives 0.091% (n = 290,000); further: strong numbers were not always called active
# NOD2 inhibition – inhibition of NOD2-driven NF-kB reporter – cell-based, luminescence, uHTS, HEK293 (AID 1566). HEK293 NOD2/NF-kB luciferase reporter, luminescence; higher % means a stronger effect. actives 0.63% (n = 290,000). one-dose inhibition, % at 4 µM; EC50 in µM for titrated hits; further: many of its hits are not listed in these tables
# GPR55 LPI antagonism – GPR55 antagonists blocking LPI-driven arrestin recruitment, primary screen, imaging, U2OS, beta-arrestin-GFP, LPI agonist (AID 2013). actives 0.13% (n = 290,000). U2OS GPR55 beta-arrestin-GFP translocation imaging, LPI antagonism; higher % means a stronger effect. inhibition, % at 10 µM; hits with a dose series show IC50 in µM;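 active means spots per cell inhibited over 60%, with over 100 cells counted and total cytoplasm intensity under 500,000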;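 further: U2OS cells stably carrying GPR55 and arrestin-GFP stimulated by 5 µM LPI near EC80; imaged beta-arrestin-GFP aggregate spots per cell after agonist stimulation; plate controls were LPI-stimulated DMSO wells for no effect and DMSO wells without LPI for full effect; some results filed as inactive read as strong as hits; confirmed hits need IC50 under 10 µM and bright autofluorescent wells are also inconclusive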
# KOR beta-arrestin-2 – kappa opioid receptor activators – cell-based, luminescence, uHTS, primary screen (AID 1777). KOR beta-arrestin recruitment, luminescence; higher % means a stronger effect. one-dose activation, % at 10 µM; EC50 in µM for titrated hits. actives 0.02% (n = 280,000); in the data active means activation above about 50%, passing the limit was not always enough; further: a part of the inactive calls stands beside numbers as strong as those of hits
# NTR1 agonist – NTR1-driven beta-arrestin-GFP spot formation – imaging, U2OS cells, high content, primary screen (AID 493036). actives 0.17% (n = 330,000). agonist mode. activation, % at 20 µM. P30989;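 active means activation at or above 40% of the spot to cytoplasm intensity ratio, with at least 20 cells analyzed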;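 further: 0% = DMSO without peptide and 100% = 100 nM NTR1 peptide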
# Target sequence (P30989 whole entry, looked up): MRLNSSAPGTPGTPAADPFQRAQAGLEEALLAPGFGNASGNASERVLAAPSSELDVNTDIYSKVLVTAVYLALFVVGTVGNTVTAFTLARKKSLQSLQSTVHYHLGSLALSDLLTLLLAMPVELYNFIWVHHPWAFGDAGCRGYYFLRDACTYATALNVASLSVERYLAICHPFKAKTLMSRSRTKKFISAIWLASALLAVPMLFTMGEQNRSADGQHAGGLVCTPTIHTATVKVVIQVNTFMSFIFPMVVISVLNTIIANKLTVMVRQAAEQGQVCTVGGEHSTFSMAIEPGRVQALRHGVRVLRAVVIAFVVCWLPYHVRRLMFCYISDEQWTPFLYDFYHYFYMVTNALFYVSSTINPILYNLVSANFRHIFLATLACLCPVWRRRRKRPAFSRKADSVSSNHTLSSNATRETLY
# Myeloid diff MLP – promotes myeloid progenitor differentiation | ER-HoxA9 myeloid progenitors, lysozyme-GFP differentiation, flow cytometry | actives 1% (n = 360,000) | calls only at 10 µM;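 active means normalized GFP-positive differentiation at or above the plate's own cutoff, the solvent-only control mean plus 3 SD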;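 further: cells exposed to compound for four days before flow analysis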
# GPR55 activation – selective activators of receptor GPR55 – imaging, U2OS cells, beta-arrestin-GFP redistribution, primary screen (AID 1961); one-dose activation, % at 10 µM; EC50 in µM for titrated hits; U2OS GPR55 beta-arrestin-GFP redistribution imaging; higher % means a stronger effect; actives 0.048% (n = 290,000);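 active means activation above 40% with more than 50 cells counted in the well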;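 further: U2OS osteosarcoma cells stably expressing GPR55 and beta-arrestin-GFP; plate controls were DMSO negative control for no effect and LPI positive control for full effect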
# T cell HTS vesicle-bound % – also measured in T cell HTS; calls as there; double positive events, %; measured here: CD8+ vesicle-bound cell fraction;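 binding gate set so that unloaded-vesicle control wells show 10% double positive cells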
# NTR1 agonist cell count 20 µM – further read-out of NTR1 agonist, marked with its call; cell count; measured here: cell count, cytotoxicity flag
# Myeloid diff MLP GFP+ MAC1+ % – second read-out of Myeloid diff MLP, no call of its own (marks repeat the call); GFP+ MAC1+ double positive, %; measured here: differentiation confirmed by MAC1 staining
# An asterisk follows results filed as active; i = inactive; / = not tested or not shown; [ ] = another dose, or the depositor's remark. Unless noted, no stated cut-off is given here; in the data, active means inhibition above about 50%; inactive means the rest. This is a subset (hit frequency here may not be typical).
SMILES,T cell HTS,T cell HTS vesicle-bound %,NOD1 inhibition,KOR beta-arrestin-1,NOD2 inhibition,GPR55 LPI antagonism,KOR beta-arrestin-2,NTR1 agonist,NTR1 agonist cell count 20 µM,Myeloid diff MLP,Myeloid diff MLP GFP+ MAC1+ %,GPR55 activation
O=C(Cn1c(=O)oc2cc(S(=O)(=O)N3CCc4ccccc43)ccc21)N1CCCCC1,i,37,-7%,10%,10%,-13%,-5.5%,-2.1,37,i,4.5,-0.1%
Cc1c(N=NC2=C(O)CCCC2=O)c(=O)n(-c2ccccc2)n1C,i,23,-2%,-34%,-6%,2%,-2.3%,0.8,45,i,0.2,0.2%
COc1ccc(N2CCN(S(=O)(=O)c3cccc4cccnc34)CC2)cc1,i,21,-8%,23%,8%,7%,5.1%,-4.1,47,i,3.2,-0.2%
O=C(Nc1cccc(F)c1)NC1CCCCC1,i,17,-18%,-14%,-19%,-5%,4.8%,-0.5,55,i,2.0,-0.1%
CNC(=S)N(Cc1ccc(Cl)cc1)Cc1cccs1,i,40,-8%,17%,-1%,1%,-0.2%,1.6,51,i,0.7,0.5%
O=C(Nc1cccc(Br)c1)c1ccc2nc(N3C(=O)CCC3=O)sc2c1,i,58,3%,-6%,-2%,5%,-1.4%,5.5,92,i,0.7,0.3%
CC(C)(C)c1csc(CS(=O)(=O)c2ccccn2)n1,i,27,-4%,-31%,-41%,-8%,-4.9%,1.0,52,i,0.9,0.3%
CCc1cc2c(SCC(=O)c3ccc(Cl)s3)ncnc2s1,i,56,-12%,1%,1%,9%,-3.8%,6.0,47,i,0.5,-0.1%
CN1CCN(CC#CCC(O)(c2ccccc2)C2CCCC2)CC1 (stereo unspecified),i,47,-46%,-5%,4%,1%,4.4%,0.6,50,i,0.4,-0.3%
Cc1nn(C)c(C)c1S(=O)(=O)N(CC(=O)NCCCOC(C)C)c1ccc(C(C)C)cc1,i,18,-20%,23%,0%,14%,-0.1%,-0.7,72,i,3.0,0.7%
COc1cc2c(cc1OC)CN(C(=O)c1ccc(S(=O)(=O)N3CCCC3)cc1)CC2,i,36,-1%,39%,14%,8%,0.2%,0.2,64,i,0.7,-0.1%
CNC(=O)C(Sc1nc(C)nc2c1oc1ccccc12)C(C)=O (stereo unspecified),i,36,17%,44%,-11%,-7%,-0.2%,-0.8,68,i,6.3,-0.1%
CCC(O)C1CCN(C(=O)c2cc(COc3ccc4ncccc4c3)on2)CC1 (stereo unspecified),i,53,53%,-48%[20 µM],35%,8%,/,11,47,i,0.2,-0.1%
Cc1ccc(NC(=O)CSc2nccn2C)cc1F,i,26,-41%,-13%,-2%,3%,-2.3%,-0.6,64,/,/,-0.2%
CN(Cc1ccccc1)C(=O)COC(=O)c1ccc(Cl)c(N)c1,i,44,-39%,-12%,2%,1%,3.0%,0.3,56,i,0.3,-0.1%
O=C(/C=C/c1cccc([N+](=O)[O-])c1)NCC1CCCO1 (stereo unspecified),i,4,20%,-21%,-11%,0%,-2.5%,-1.4,85,i,1.3,0.0%
CCOC(=O)N/N=C\c1ccc(OC(=O)c2ccco2)cc1,i,55,10%,-6%,5%,-1%,-0.2%,2.0,62,i,0.1,-0.4%
CCCCNC(=O)c1ccccc1NC(=O)CCSc1ccccc1,i,56,14%,-4%,-3%,8%,-2.0%,1.2,50,i,1.6,-0.2%
CN(Cc1ccc2c(c1)OCCO2)C(=O)CN1C(=O)NC2(CCCCC2)C1=O,i,17,-24%,-19%,4%,-15%,4.8%,0.4,53,i,0.0,-0.1%
Cc1ccc(C(=O)OC2OC(=O)C(Cl)=C2N2CCOCC2)cc1 (stereo unspecified),i,23,-11%,34%,12%,4%,2.7%,-0.6,61,i,0.2,0.0%
COc1ccc(-c2nc(NC(=O)CSc3nnc(C)s3)ns2)cc1,i,45,/,-16%,9%,-4%,-2.3%,-1.2,55,i,12,-0.1%
COCCNC(=O)C(c1ccc(F)cc1)N(Cc1cccs1)C(=O)CCC(=O)Nc1ccccn1 (stereo unspecified),i,25,28%,13%,5%,-6%,-1.5%,-0.4,44,i,0.9,-0.1%
COC(=O)[C@H](CCSC)NC(=O)Nc1ccc(OC)cc1,i,20,-12%,-1%,1%,-2%,2.2%,-0.8,37,i,0.9,-0.4%
Cc1ccc(Sc2ccc([N+](=O)[O-])cc2[N+](=O)[O-])nc1,i,47,-11%,-30%,2%,3%,2.3%,-1.4,95,i,0.1,0.4%
C=CCn1c(=O)c2ccccc2n2c(SCC(C)=O)nnc12,i,25,-20%,-32%,3%,0%,0.2%,-0.4,66,i,1.3,-0.1%
CN1CCN(C(=O)c2ccccc2NC(=O)c2cccs2)CC1,i,9,-5%,22%,13%,/,-1.6%,-1.2,51,i,0.5,-0.2%
CCNC(=O)COC(=O)c1ccc(-c2nc3ccccc3s2)s1,i,46,-39%,-35%,-22%,14%,-0.3%,0.5,51,i,1.3,0.1%
Cc1ccc(-c2nnn(CC(=O)NCCC3=CCCCC3)n2)cc1,i,15,10%,-9%,9%,-1%,1.5%,0.3,84,i,0.6,-0.4%
Cc1ccnc(NC(=O)C2CCN(S(=O)(=O)c3c(C)c(C)cc(C)c3C)CC2)c1,i,61,6%,-27%,38%,-19%,7.8%,0.2,46,i,3.2,-0.1%
CC#CC(=O)N1CCCC(Cc2cccc(OC)c2)(C(=O)OCC)C1 (stereo unspecified),i,56,-46%,-50%[20 µM],-30%,-8%,1.4%,1.0,54,i,0.3,0.1%
CC(C)(C)S(=O)(=O)c1cnc2c(S(=O)(=O)c3ccccc3)cnn2c1N,i,16,-27%,7%,21%,-15%,-2.2%,3.3,48,i,0.5,-0.2%
COc1cc2ccccc2cc1C(=O)N(CCN(C)C)c1nc2c(F)cc(F)cc2s1,i,50,-9%,-59%,17%,4%,0.4%,1.0,69,i,2.5,0.2%
Cc1ccc(NC(=O)CSc2ccc(C(N)=O)cc2[N+](=O)[O-])cc1C,i,34,-28%,-8%,-16%,-11%,-2.4%,0.4,44,i,0.3,0.5%
Cc1ccc2cc(CN(Cc3cccs3)C(=O)c3ccco3)c3nnnn3c2c1C,i,55,-10%,-24%,2%,8%,9.3%,1.2,47,/,/,0.2%
CC(=O)Nc1ccc(S(=O)(=O)NCCC(=O)Nc2ccc(C)cn2)cc1,i,18,-29%,-20%,-1%,-2%,7.3%,0.9,63,i,1.8,0.3%
CCCn1nnnc1SCC(=O)Nc1ccc(F)cc1,i,40,-8%,7%,0%,1%,12%,-3.8,92,i,0.7,-0.2%
Cc1cc(C)nc(NS(=O)(=O)c2ccc(NC(=O)c3cccs3)cc2)n1,i,38,-7%,-54%,-6%,8%,5.6%,0.1,39,i,0.2,-0.2%
COc1ccc(S(=O)(=O)N(C)CC(=O)N2CCN(C)CC2)cc1C,i,48,-36%,-37%,0%,5%,-0.5%,-1.3,81,i,0.8,0.3%
COc1ccc(S(=O)(=O)N2CCOC2CNC(=O)C(=O)NCc2ccco2)cc1OC (stereo unspecified),i,11,-9%,18%,-9%,2%,0.6%,-0.6,68,i,0.4,-0.1%
Cc1ccccc1/C=N/Nc1ccc(Cl)nn1,i,20,-39%,-18%,10%,12%,-3.2%,-0.3,58,i,0.6,0.5%
COc1ccc(NC(=O)c2ccccc2-c2ccccc2)c(C)c1,i,44,-12%,-52%[20 µM],3%,0%,2.3%,0.3,37,i,0.9,0.2%

# Of the compounds above, 12 contain four or more nitrogen atoms:
SMILES,T cell HTS,T cell HTS vesicle-bound %,NOD1 inhibition,KOR beta-arrestin-1,NOD2 inhibition,GPR55 LPI antagonism,KOR beta-arrestin-2,NTR1 agonist,NTR1 agonist cell count 20 µM,Myeloid diff MLP,Myeloid diff MLP GFP+ MAC1+ %,GPR55 activation
Cc1c(N=NC2=C(O)CCCC2=O)c(=O)n(-c2ccccc2)n1C,i,23,-2%,-34%,-6%,2%,-2.3%,0.8,45,i,0.2,0.2%
Cc1nn(C)c(C)c1S(=O)(=O)N(CC(=O)NCCCOC(C)C)c1ccc(C(C)C)cc1,i,18,-20%,23%,0%,14%,-0.1%,-0.7,72,i,3.0,0.7%
COc1ccc(-c2nc(NC(=O)CSc3nnc(C)s3)ns2)cc1,i,45,/,-16%,9%,-4%,-2.3%,-1.2,55,i,12,-0.1%
COCCNC(=O)C(c1ccc(F)cc1)N(Cc1cccs1)C(=O)CCC(=O)Nc1ccccn1 (stereo unspecified),i,25,28%,13%,5%,-6%,-1.5%,-0.4,44,i,0.9,-0.1%
C=CCn1c(=O)c2ccccc2n2c(SCC(C)=O)nnc12,i,25,-20%,-32%,3%,0%,0.2%,-0.4,66,i,1.3,-0.1%
Cc1ccc(-c2nnn(CC(=O)NCCC3=CCCCC3)n2)cc1,i,15,10%,-9%,9%,-1%,1.5%,0.3,84,i,0.6,-0.4%
CC(C)(C)S(=O)(=O)c1cnc2c(S(=O)(=O)c3ccccc3)cnn2c1N,i,16,-27%,7%,21%,-15%,-2.2%,3.3,48,i,0.5,-0.2%
Cc1ccc2cc(CN(Cc3cccs3)C(=O)c3ccco3)c3nnnn3c2c1C,i,55,-10%,-24%,2%,8%,9.3%,1.2,47,/,/,0.2%
CC(=O)Nc1ccc(S(=O)(=O)NCCC(=O)Nc2ccc(C)cn2)cc1,i,18,-29%,-20%,-1%,-2%,7.3%,0.9,63,i,1.8,0.3%
CCCn1nnnc1SCC(=O)Nc1ccc(F)cc1,i,40,-8%,7%,0%,1%,12%,-3.8,92,i,0.7,-0.2%
Cc1cc(C)nc(NS(=O)(=O)c2ccc(NC(=O)c3cccs3)cc2)n1,i,38,-7%,-54%,-6%,8%,5.6%,0.1,39,i,0.2,-0.2%
Cc1ccccc1/C=N/Nc1ccc(Cl)nn1,i,20,-39%,-18%,10%,12%,-3.2%,-0.3,58,i,0.6,0.5%
